KCNK9 inh = blocks the human KCNK9 two-pore domain potassium channel; Q9NPC2; HEK293 KCNK9, FluxOR thallium flux fluorescence; active compounds read low; B-score at 10 µM; 310,000 compounds, 1.2% hits;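 active = ratio B-score over 3 SD below the library mean, with starting fluorescence within 5 SD of its mean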;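 also: negative B-score means less thallium flux so channel inhibition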
TMEM16A act = activators or potentiators of mouse TMEM16A chloride channel | Q8BHY3 | HEK293 TMEM16A/YFP-H148Q/I152L, iodide quench fluorescence; active compounds read low | B-score at 10 µM | 340,000 compounds, 0.3% hits;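 active = fluorescence-ratio B-score plate-corrected deviation score at least 3 library SD below zero, with starting fluorescence score within 5 deviations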;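 also: channel opened by trigger with iodide after compound preincubation; score built on the fluorescence ratio of max minus min over baseline; more negative score means more quench and so TMEM16A activation or potentiation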
KCNK3 inh = human KCNK3 channel inhibition, primary screen; O14649; CHO-KCNK3 thallium flux, FluxOR fluorescence; active compounds read low; B-score at 10 µM; 340,000 compounds, 0.84% hits; AID 602410;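 active = B-score under library mean minus 4 SD, starting fluorescence ratio at most library mean plus 5 SD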;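 also: more negative B-score means stronger inhibition of thallium flux through KCNK3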
ANO1 block = mouse TMEM16A channel inhibition, primary screen; Q8BHY3; HEK293 TMEM16A/YFP iodide influx fluorescence, ionomycin; normalized B-score (activity score, 25-100; higher = stronger inhibition) at 10 µM; 310,000 compounds, 1.2% hits;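 active = ratio plate-corrected score three or more library SD toward inhibition, starting fluorescence score within five deviations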;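 also: score derived from kinetic fluorescence span divided by baseline fluorescence per well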
KCNQ1 inh = human KCNQ1 channel inhibition | 310,000 compounds, 1.3% hits | AID 2642 | B-score at 10 µM | P51787 | CHO-K1 KCNQ1, FluxOR thallium flux fluorescence; active compounds read high;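 active = compounds whose thallium flux B-score, printed positive for inhibition, exceeds three library SD while starting fluorescence stays within three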;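 also: channel opened by potassium depolarization with thallium stimulus after 20 min compound exposure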
Dyrk1A ADPGlo = blocks rat Dyrk1A kinase activity; 310,000 compounds, 0.43% hits; ADP-Glo luminescence, NFATc1 peptide; Q63470; inhibition, % at 12.5 µM; AID 504441; in the data active = inhibition above about 50%;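 also: plate controls were vehicle with enzyme for no effect and no enzyme for full effect; many of its hits are not listed in these tables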
HDAC3 inhib = inhibitors of human histone deacetylase 3; 320,000 compounds, 0.15% hits; O15379; inhibition, % at 8.3 µM; AID 2718; recombinant HDAC3, fluorogenic peptide/trypsin coupled, fluorescence; in the data active = inhibition above about 26%, passing the limit was not always enough; inconclusive = no clear call, values can overlap the other calls
TRPC4 PAM = allosteric potentiators of mouse TRPC4 channel. Q9QUQ5. HEK293 TRPC4beta/mu-opioid, DAMGO EC20, Fluo-4 Ca2+ flux; active compounds read high. B-score at 10 µM. 310,000 compounds, 0.42% hits;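 active = B-score of calcium response area above 5 SD of library B-scores, with initial fluorescence ratio within 5 SD of library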;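 also: B-score of integrated fluorescence ratio over time as area under calcium response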
Target sequence (Q9QUQ5 whole entry, looked up): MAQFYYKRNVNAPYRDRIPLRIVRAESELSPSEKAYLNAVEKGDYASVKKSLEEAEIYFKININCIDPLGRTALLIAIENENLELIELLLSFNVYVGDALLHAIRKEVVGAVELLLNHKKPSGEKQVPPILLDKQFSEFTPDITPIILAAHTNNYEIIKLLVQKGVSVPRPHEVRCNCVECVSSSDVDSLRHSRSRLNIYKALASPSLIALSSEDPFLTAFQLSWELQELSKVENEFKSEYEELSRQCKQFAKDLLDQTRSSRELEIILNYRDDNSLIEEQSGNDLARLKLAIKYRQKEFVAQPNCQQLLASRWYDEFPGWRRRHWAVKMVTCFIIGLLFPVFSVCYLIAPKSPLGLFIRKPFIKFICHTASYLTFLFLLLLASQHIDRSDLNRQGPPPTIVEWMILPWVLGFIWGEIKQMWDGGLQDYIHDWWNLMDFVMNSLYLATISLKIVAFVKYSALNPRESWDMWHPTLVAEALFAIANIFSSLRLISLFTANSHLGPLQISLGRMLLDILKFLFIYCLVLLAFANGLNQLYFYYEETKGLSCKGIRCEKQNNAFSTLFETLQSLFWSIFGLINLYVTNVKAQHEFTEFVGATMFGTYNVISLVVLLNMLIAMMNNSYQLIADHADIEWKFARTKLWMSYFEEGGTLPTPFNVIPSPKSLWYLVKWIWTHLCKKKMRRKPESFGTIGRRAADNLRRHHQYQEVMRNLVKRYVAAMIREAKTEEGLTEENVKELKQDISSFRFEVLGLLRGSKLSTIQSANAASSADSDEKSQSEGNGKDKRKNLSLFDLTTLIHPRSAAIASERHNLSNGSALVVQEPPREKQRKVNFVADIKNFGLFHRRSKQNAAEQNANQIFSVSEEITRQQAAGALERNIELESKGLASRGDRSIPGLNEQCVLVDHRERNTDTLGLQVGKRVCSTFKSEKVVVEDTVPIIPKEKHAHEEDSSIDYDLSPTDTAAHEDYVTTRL
KCNQ1 pot = human KCNQ1 channel potentiation or activation | CHO-K1 KCNQ1, thallium flux FluxOR fluorescence; active compounds read high | B-score at 10 µM | 310,000 compounds, 0.35% hits;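 active = fluorescence ratio B-score, a plate-corrected score, at least three library SD, with initial intensity B-score within 5 SD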
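Schedule – 37 °C overnight plating, 90-min dark dye load, 20-min compound pretreatment · System – stable KCNQ1 CHO-K1 line · Probe or stimulus – thallium- and potassium-containing depolarizing buffer · Measured by – kinetic FluxOR fluorescence, 10 s baseline plus 110 s post-stimulus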
hERG rescue = shields human hERG channel from block by proarrhythmic agents. Q12809. activation (rescue from dofetilide block), less the hit threshold, % at 10 µM. 310,000 compounds, 0.51% hits. CHO-hERG, FluxOR thallium flux, dofetilide IC70 present;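 active = activation above the mean of controls blocked by dofetilide plus 5 SD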;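 also: thallium influx through hERG after potassium depolarization seen as dye fluorescence rise; in these data hits start at about 4.7%; inactives centre near -7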
TRPC4 agonist = activators of mouse TRPC4 channel; HEK293 TRPC4beta/mu-opioid, Fluo4 calcium fluorescence; active compounds read high; B-score at 10 µM; AID 2237; 310,000 compounds, 0.49% hits;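 active = B-score above 5 SD of library B-scores, and initial fluorescence ratio not above library mean plus 5 SD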;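 also: positive B-score marks a calcium rise read as TRPC4 activation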
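Material: TRPC4beta and mu-opioid receptor HEK293 stable cells | Incubation: 45 min room-temperature Fluo4 loading, 110 s read | Detection: Kinetic Fluo4 calcium fluorescence | Measure: Integrated baseline-normalised fluorescence ratio, converted to per-well B score | Benchmarks: Low control buffer alone, high control maximal DAMGO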
An asterisk follows results filed as active; i = inactive; ? = inconclusive; / = not tested or not shown. Only part of the results is shown (hit frequency here may not be typical).

SMILES | KCNK9 inh | TMEM16A act | KCNK3 inh | ANO1 block | KCNQ1 inh | Dyrk1A ADPGlo | HDAC3 inhib | TRPC4 PAM | KCNQ1 pot | hERG rescue | TRPC4 agonist
Cc1ccc(NC(=O)CCc2ccc(C)o2)cc1 | i | i | i | i | i | 4.0 | -5.6 | i | i | -5.4 | i
COc1ccc(Cl)cc1NC(=O)C/C(C)=N/NC(=O)c1ccc(O)cc1 | i | i | i | i | i | 6.9 | 1.6 | i | i | -5.4 | i
COC(=O)c1ccc(NC(=S)NC2CCCCC2)cc1 | i | i | i | i | i | -2.5 | -12.7 | i | i | -20.7 | i
Cn1c(=O)c2c(ncn2CC(=O)N2CCc3ccccc3C2)n(C)c1=O | i | i | i | i | i | -1.6 | -3.6 | i | i | -3.7 | i
Cc1ccccc1CCN1CCCC(CN(C)CC(C)(C)C)C1 (configuration not stated) | i | i | i | i | i | -5.6 | 2.4 | i | i | -10.3 | i
CN(C)S(=O)(=O)c1ccc(N2CCCC2)c(C(=O)N2CCC(C(N)=O)CC2)c1 | i | i | i | i | i | 14.4 | ? | i | i | -11.2 | i
FC(F)(F)c1cc(CCN2C(=S)NC[C@@H]2CC2CCCCC2)cc(C(F)(F)F)c1 | i | i | i | i | i | 4.8 | -3.9 | i | i | -3.9 | i
COC(=O)CSc1nnc(-c2ccccn2)n1N | i | i | i | i | i | 4.0 | -12.7 | i | i | -9.0 | i
Cc1cc(Cl)nc(-c2ccccc2O)n1 | i | i | i | i | i | -2.9 | -5.2 | i | i | -7.7 | i
O=C(NCC1OCCc2ccccc21)c1ccco1 (configuration not stated) | i | i | i | i | i | 3.3 | 6.4 | i | i | -1.5 | i
O=C(Nc1cccc(O)c1)C(=O)Nc1ccccn1 | i | i | i | i | i | 6.7 | 3.4 | i | i | -4.7 | i
O=C(O)CC(NC(=O)COc1ccccc1)c1cccc([N+](=O)[O-])c1 (configuration not stated) | i | i | i | i | i | -3.6 | -4.7 | i | i | -1.2 | i
NS(=O)(=O)c1ccc(CCNC(=O)c2cccc(OC(F)F)c2)cc1 | i | i | i | i | i | 5.5 | -2.0 | i | i | -7.1 | i
COc1cc2c(cc1OC)C(c1ccccc1OC(C)C)CC(=O)N2 (configuration not stated) | i | i | i | i | i | -5.5 | 0.9 | i | i | -9.7 | i
CCNc1c(NC(C)=O)c(=O)oc2ccccc12 | i | i | i | i | i | 7.2 | -0.2 | i | i | -8.7 | i
Cc1cccc(CSc2nc3c(c(=O)[nH]2)CCC3)c1 | i | i | i | i | i | 1.0 | -15.1 | i | i | -7.0 | i
O=C(Cn1nnc(-c2ccccc2)n1)N1CCCCC1 | i | i | i | i | i | -0.6 | -3.6 | i | i | -1.9 | i
O=C(NCCCn1ccnc1)c1nc(Cn2cc(Br)cn2)no1 | i | i | i | i | i | 5.3 | / | i | i | -14.1 | i
Cc1nc(CS(=O)(=O)c2ccccc2)cc(Sc2ccccc2Cl)n1 | i | i | i | i | i | 2.7 | 0.4 | i | i | -9.2 | i
Cn1c(=Nc2ccc(N3CCOCC3)cc2)ccc2ccccc21 | i | i | i | i | i | -0.5 | 4.6 | i | i | -4.7 | i

A draw from above in order of SMILES length, lowest first:
SMILES | KCNK9 inh | TMEM16A act | KCNK3 inh | ANO1 block | KCNQ1 inh | Dyrk1A ADPGlo | HDAC3 inhib | TRPC4 PAM | KCNQ1 pot | hERG rescue | TRPC4 agonist
O=C(Cn1nnc(-c2ccccc2)n1)N1CCCCC1 | i | i | i | i | i | -0.6 | -3.6 | i | i | -1.9 | i
COc1cc2c(cc1OC)C(c1ccccc1OC(C)C)CC(=O)N2 (configuration not stated) | i | i | i | i | i | -5.5 | 0.9 | i | i | -9.7 | i
NS(=O)(=O)c1ccc(CCNC(=O)c2cccc(OC(F)F)c2)cc1 | i | i | i | i | i | 5.5 | -2.0 | i | i | -7.1 | i

Next compounds follow.
SMILES | KCNK9 inh | TMEM16A act | KCNK3 inh | ANO1 block | KCNQ1 inh | Dyrk1A ADPGlo | HDAC3 inhib | TRPC4 PAM | KCNQ1 pot | hERG rescue | TRPC4 agonist
O=C1CCCc2sc3c(c2N1)CCCCC3 | i | i | i | i | i | 1.2 | -3.7 | i | i | -8.5 | i
CCCn1nc2cc(C(=O)NCCc3cccs3)ccc2c1OCC | i | i | i | i | i | 2.9 | -50.7 | i | i | -6.4 | i
c1ccc(CSc2cc3ccccc3[nH]2)cc1 | i | i | i | i | i | 4.6 | 2.0 | i | i | -10.3 | i
Cc1ccc(S(=O)(=O)NC2c3cccc4cccc(c34)C2Sc2nncn2C)cc1 (configuration not stated) | i | i | i | i | i | -2.6 | 1.4 | i | i | -7.2 | i
O=C(NC1CCCN(Cc2ccccc2F)C1)C1CCC1 (configuration not stated) | i | i | i | i | i | 8.1 | 7.7 | i | i | -2.4 | i
COC(=O)C1=NNC(C(=O)c2ccco2)C1c1ccccc1 (configuration not stated) | i | i | i | i | i | 5.7 | 1.8 | i | i | -19.8 | i
Cc1ccc2nc(SCC(=O)NNC(=O)c3ccccc3)[nH]c2c1 | i | i | i | i | i | -2.7 | -2.3 | i | i | -6.3 | i
Cc1cc2nnc(SCC(=O)OC(C)C)n2c2ccccc12 | i | i | i | i | i | 9.4 | -7.4 | i | i | -13.5 | i
O=S(=O)(NNc1ccc(Cl)nn1)c1ccc(F)cc1 | i | i | i | i | i | -3.7 | 4.8 | i | i | -10.2 | i
CCOC(=O)Cn1nc(-c2ccccc2)c2cnc3ccc(CC)cc3c21 | i | i | i | i | i | 11.3 | 5.6 | i | i | -6.9 | i
C#CCNC(=O)C1=C[C@@H](c2ccc(C#C)cc2)C[C@@H](OCCCCO)O1 | i | i | i | i | i | -7.9 | 0.0 | i | i | -8.0 | i
COc1ccc(C2/C=C\CN(C(=O)c3ccccc3)CC(=O)N2Cc2ccc(F)cc2)cc1 (configuration not stated) | i | i | i | / | i | 2.9 | -2.7 | i | i | -21.4 | i
CCN(CC)c1ccc(NC(=O)Cn2c(C(C)NC(=O)c3ccc(C)cc3)nc3ccccc32)cc1 (configuration not stated) | i | i | i | / | i | -2.8 | / | i | i | -11.5 | i
CCCN1CCC(NCc2cn(C)nc2-c2ccc(Oc3ccccc3)cc2)CC1 | i | i | i | i | i | -0.9 | -1.7 | i | i | -15.9 | i
CCOC(=O)c1[nH]c(C)c(C(=O)/C=C/c2ccc(C(=O)O)cc2)c1C | i | i | i | i | i | 5.4 | 5.1 | i | i | -12.4 | i
Cc1nc2ccccc2c2oc(C(=O)N3CCC(N4CCCCC4)CC3)cc12 | / | i | i | i | / | 1.8 | ? | / | / | / | /
OCCC1CN(Cc2ccc3ncccc3c2)CCN1Cc1ccccc1 (configuration not stated) | i | i | i | i | i | 5.4 | -2.9 | i | i | -7.3 | i
CCN1CCN(C(=O)/C=C\C(=O)O)CC1 | i | i | i | i | i | -6.9 | -4.9 | i | i | -3.4 | i
CC(C)N1CCN(Cc2cnc(-c3ccccc3)s2)CC1CCO (configuration not stated) | i | i | i | i | i | -3.3 | / | i | i | -11.8 | i
O=C(c1ccco1)N1CCN(S(=O)(=O)c2ccc(C3CCCCC3)cc2)CC1 | i | i | i | i | i | 19.7 | 2.7 | i | i | 8.2* | i
Cc1[nH]c2ccccc2c1/C=C/c1cc[n+](C)cc1 | i | i | i | / | i | 1.0 | / | i | i | -35.4 | i
Cc1cc(C)c(NS(=O)(=O)c2ccc3c(c2)NC(=O)C(C)C(=O)N3)c(C)c1 (configuration not stated) | i | i | i | i | i | 13.2 | -7.6 | i | i | -5.4 | i
O=S(=O)(c1cccc(-c2nnco2)c1)N1CCCC1 | / | i | i | i | / | 1.6 | 2.7 | / | / | / | /
CCCNS(=O)(=O)c1cc(Br)cc2c1N(C(=O)CC)CC2 | i | i | i | i | i | -1.0 | 0.5 | i | i | -9.4 | i
Cc1ccc(/C(O)=C/c2nc3ccccc3oc2=O)cc1 | i | i | i | i | i | / | -0.6 | i | i | -15.9 | i
COc1cccc2[nH]c(C(=O)NCCCN3CCCC3=O)cc12 | i | i | i | i | i | -7.0 | -34.6 | i | i | -8.7 | i
CCCN1CNc2c(c(=O)[nH]c(=S)n2CCc2ccccc2)C1 | i | i | i | i | i | -2.7 | -3.3 | i | i | -5.1 | i
COc1ccc(CCNCC(O)c2ccccc2)cc1 (configuration not stated) | i | i | i | i | i | -16.0 | -6.4 | i | i | -11.9 | i
Cc1ccc(CNC(=O)CNC(=O)[C@@H]2Cc3ccccc3CN2C(=O)OC(C)(C)C)cc1 | i | i | i | i | i | 0.1 | 0.0 | i | i | -10.2 | i
O=C(OCc1ccc([N+](=O)[O-])cc1Cl)c1cnccn1 | i | i | i | i | i | 12.3 | 0.7 | i | i | -4.2 | i
CC(=O)Cc1nsc(NC(=O)c2ccccc2Cl)n1 | i | i | i | i | i | -5.2 | -5.2 | i | i | -8.2 | i
Cc1nc(NC(=O)C23CCC(C)(C(=O)O2)C3(C)C)sc1C (configuration not stated) | i | i | i | i | i | -0.3 | 1.3 | i | i | -0.4 | i
COc1ccc(/C=C(\C#N)C(=O)OCC(=O)N2CC(C)OC(C)C2)cc1 (configuration not stated) | i | i | i | i | i | 11.9 | 2.4 | i | i | -9.5 | i
Cc1ccc(NC(N)=S)cc1 | i | i | i | i | i | 0.5 | -5.8 | i | i | -6.2 | i
Cn1c(SCC(=O)Nc2ccc(F)cc2F)nnc1-c1cccnc1 | i | i | i | i | i | / | 2.3 | i | i | -12.1 | i
CCOC(=O)COc1ccc(/C=C2/C(=O)NN(c3ccc(F)cc3)C2=O)cc1OC | i | i | i | i | i | 1.4 | 3.7 | i | i | -2.8 | i
COc1ccc(OC)c(/C=N/NC(=S)NCCc2ccccc2)c1 | i | i | i | i | i | 4.6 | -8.8 | i | i | -8.6 | i
CC(C(=O)Nc1sc2c(c1C(=O)NCC1CCCO1)CCC2)N1C(=O)c2ccccc2C1=O (configuration not stated) | i | i | i | i | i | 2.6 | / | i | i | -10.5 | i
Cc1ccc(C)c(S(=O)(=O)N2CCN(CC(=O)Nc3cc(C)on3)CC2)c1 | i | i | i | i | i | -4.2 | 0.3 | i | i | -8.9 | i
CC(C)(C)C1CCC2(CC1)C(C#N)=C(SCC(=O)NC1CCCCC1)NC(=O)C2C#N (configuration not stated) | i | i | i | 100* | 9* | / | 21.2 | i | i | -7.1 | i
